Rv3671c inh: Rv3671c serine protease inhibitors, primary screen, biochemical, fluorescence polarization, M. tuberculosis H37Rv; inhibition, % at 5.96 µM; 320,000 tested, 0.048% active; in the data active means inhibition above about 38%;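 further: extracellular domain of Rv3671c used as enzyme; 0% = enzyme with DMSO and 100% = no enzyme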
Target sequence (P9WHR9 whole entry, looked up, the tested form may be a part): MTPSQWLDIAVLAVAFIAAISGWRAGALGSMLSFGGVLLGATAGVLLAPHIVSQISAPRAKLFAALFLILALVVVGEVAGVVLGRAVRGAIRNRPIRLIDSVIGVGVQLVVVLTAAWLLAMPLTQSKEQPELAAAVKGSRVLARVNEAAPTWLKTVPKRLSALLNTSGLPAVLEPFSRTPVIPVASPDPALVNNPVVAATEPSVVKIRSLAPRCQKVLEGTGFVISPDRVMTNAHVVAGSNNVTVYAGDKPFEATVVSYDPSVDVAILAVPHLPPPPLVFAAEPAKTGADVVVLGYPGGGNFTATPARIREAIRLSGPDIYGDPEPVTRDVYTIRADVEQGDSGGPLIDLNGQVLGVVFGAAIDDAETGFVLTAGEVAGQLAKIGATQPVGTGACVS
GDH-TPI inh: GDH-TPI coupling enzyme inhibitors, primary screen, artefact control for M. tuberculosis FBA inhibitor project, biochemical, absorbance, full deck. 360,000 tested, 1.2% active. inhibition, % at 4.8 µM. GDH-TPI coupled enzyme counterscreen, NADH absorbance; in the data active means inhibition above about 30%;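 further: 0% = DMSO wells and 100% = wells lacking the enzyme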
UGM FP inh: M. tuberculosis UGM enzyme inhibitors, primary screen, biochemical, fluorescence polarization, single point; 320,000 tested, 0.06% active; inhibition, % at 10 µM; purified UGM, fluorescence polarization probe displacement; UDP-galactopyranose mutase (Mycobacterium tuberculosis (strain ATCC 25618 / H37Rv)), …; in the data active means inhibition above about 10%, passing the limit was not always enough
Target sequence (P9WIQ1 whole entry, looked up): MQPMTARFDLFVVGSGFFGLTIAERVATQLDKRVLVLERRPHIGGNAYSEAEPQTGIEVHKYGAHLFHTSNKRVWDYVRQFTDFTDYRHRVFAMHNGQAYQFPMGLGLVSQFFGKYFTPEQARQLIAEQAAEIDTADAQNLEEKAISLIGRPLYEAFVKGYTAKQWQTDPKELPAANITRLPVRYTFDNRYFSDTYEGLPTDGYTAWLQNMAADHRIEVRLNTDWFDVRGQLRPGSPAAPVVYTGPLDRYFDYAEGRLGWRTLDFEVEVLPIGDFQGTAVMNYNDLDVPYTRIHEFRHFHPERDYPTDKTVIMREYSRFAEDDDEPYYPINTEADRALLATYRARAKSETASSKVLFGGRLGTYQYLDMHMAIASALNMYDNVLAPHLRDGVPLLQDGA
FadD28 FP inh: inhibitors of FadD28 bisubstrate probe binding, primary screen, biochemical, fluorescence polarization, single point. Mycobacterium tuberculosis FadD28 fatty-acid-AMP ligase. inhibition, % at 12.5 µM. 360,000 tested, 0.22% active. AID 588549, 2011; in the data active means inhibition above about 8.5%, passing the limit was not always enough
PrPC surface inh: inhibitors of human cell surface prion protein PrPC, primary screen, cell-based, TR-FRET; Major prion protein (Homo sapiens), P04156; TR-FRET read-out; inhibition, % at 13.8 µM; 370,000 tested, 0.43% active; AID 720596, 2013; in the data active means inhibition above about 24%; further: 0% = median of the test wells and 100% = reference compound wells
MazEF act: activators of E. coli MazEF toxin-antitoxin RNase, primary screen, biochemical, fluorescence, uHTS; 350,000 tested, 0.32% active; activation, % at 20 µM; Endoribonuclease toxin MazF (Escherichia coli (strain K12)), P0AE70; FAM/BHQ RNA-DNA oligo cleavage fluorescence, 5 h; in the data active means activation above about 50%
Target sequence (P0AE70 whole entry, looked up): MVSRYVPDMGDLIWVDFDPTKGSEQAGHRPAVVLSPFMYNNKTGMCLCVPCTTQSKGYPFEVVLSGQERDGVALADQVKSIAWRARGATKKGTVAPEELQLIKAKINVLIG
BoNT F protease: BoNT/F light chain protease inhibitors, primary screen, biochemical, flow cytometry, MLPCN library; 360,000 tested, 0.22% active; inhibition, % at 10 µM; AID 588497, 2011; Multiplex microsphere protease cleavage assay; Botulinum neurotoxin type F light chain protease (Clostridium botulinum); in the data active means inhibition above about 35%, passing the limit was not always enough; further: plate controls were buffer without enzyme for full effect and enzyme alone for no effect
Mtb FBA inh: Mtb FBA enzyme inhibitors, primary screen, biochemical, fluorescence, strain H37Rv | Fructose-bisphosphate aldolase (Mycobacterium tuberculosis (strain ATCC 25618 / H37Rv)), … | purified M. tuberculosis FBA, fluorescence read-out | inhibition, % at 1 µM | 360,000 tested, 2.3% active | AID 588726, 2011; in the data active means inhibition above about 27%;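 further: 0% = vehicle and 100% = reference inhibitor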
BioA inh: M. tuberculosis BioA enzyme inhibitors, primary screen, biochemical, plate reader, single point, HTS; 7,8-diaminopelargonic acid synthase BioA (Mycobacterium tuberculosis); purified M. tuberculosis BioA enzyme; inhibition, % at 9.99 µM; 360,000 tested, 0.096% active; AID 602481, 2012; in the data active means inhibition above about 40%
* hit, by the source's call; x = not tested or not shown.

SMILES	Rv3671c inh	GDH-TPI inh	UGM FP inh	FadD28 FP inh	PrPC surface inh	MazEF act	BoNT F protease	Mtb FBA inh	BioA inh
CC(=O)Nc1ccc(NS(=O)(=O)c2ccc(-c3cnc(C4CC4)o3)cc2)cc1	-3	-14	0.6	-3.1	-6	16	5	1	-0.7
O=C(COC(=O)/C=C/c1ccccc1[N+](=O)[O-])Nc1ccc(S(=O)(=O)N2CCOCC2)cc1	-1	3	-1.2	-0.5	-5	-1	-1	-3	-0.2
Cc1cccc2nc(C(=O)Nc3cc(Cl)ccc3-n3cncn3)cn12	-17	4	2.7	-0.8	-10	3	0	2	-0.3
C/C(=N\NS(=O)(=O)c1ccccc1)c1cccc(NC(=O)c2cccc(Cl)c2)c1	-43	6	1.2	-4.4	1	3	-5	-4	0.4
CCOC(=O)c1cc[nH]c1C	5	-10	-1.5	-3.8	7	6	1	-12	x
CC(=O)N1CCN(C2=Nc3cccc4cccc2c34)CC1	-2	14	-0.3	0.7	-18	-25	-2	-5	2.3
O=C(COc1ccc([N+](=O)[O-])cc1)NCc1ccncc1	4	6	0.0	-1.8	-6	7	-4	-1	x
CCCCOc1ncnc2c1[nH]c1ccc(F)cc12	-9	-2	0.8	-4.5	17	-4	-4	32*	-0.1
CC(C)C(=O)N(Cc1cc2ccccc2[nH]c1=O)C(C)C	-7	2	0.3	-0.1	4	2	6	5	-3.0
Cn1c(COc2ccccc2)nnc1SCC(=O)NNC(=O)C1CCCCC1	4	-4	1.5	-2.4	-3	7	-3	3	x
CC(=O)NCCn1c(SCC(=O)OCc2ccccc2)nc2ccccc2c1=O	-2	-5	-0.1	-0.9	8	7	18	1	0.0
O=C(NCc1ccc(F)cc1)c1ccc(CS(=O)(=O)Cc2ccc(F)cc2)o1	1	-9	2.3	-3.3	7	1	0	0	0.4
CCCNC(=O)CCc1nnc2ccc(N3CCC(C)CC3)nn12	-4	2	-1.9	1.4	1	6	6	0	1.9
CN1C(=O)N(CC(=O)Nc2nccs2)C(=O)C12CCCCC2	-1	-7	3.9	-5.1	2	0	7	-2	-1.2
O=C(NCCc1ccc(Cl)cc1)c1ccc(S(=O)(=O)N2CCCC2)cc1	-12	2	4.3	-4.3	-4	-5	-2	-3	-0.4
Cc1ccc(S(=O)(=O)/N=C(/NC(=S)Nc2c(C)n(C)n(-c3ccccc3)c2=O)c2ccccc2)cc1	5	12	0.1	0.3	-1	5	-4	0	x
Fc1cc(Cl)ccc1NC(=S)NCCN1CCOCC1	0	10	-0.1	-1.2	-4	-3	1	1	-0.1
O=C(Nc1cc(C(=O)N2CCN(c3ccccc3)CC2)ccc1Cl)c1cccs1	-9	-7	-0.5	-0.1	-1	1	3	1	0.0
CC1CCCC(C)N1CCCNC(=O)c1ccc2c(c1)NC(=O)c1ccccc1S2 (stereo not given)	-9	-12	0.3	-5.9	-6	4	-8	-2	-0.1
Cc1csc(NC(=O)CSc2ccc3nnc(CCNS(=O)(=O)c4ccccc4)n3n2)n1	-3	17	1.0	-2.0	-9	-11	10	-2	x

2 of the compounds above, with values under each structure:
Fields: Rv3671c inh	GDH-TPI inh	UGM FP inh	FadD28 FP inh	PrPC surface inh	MazEF act	BoNT F protease	Mtb FBA inh	BioA inh
> Fc1cc(Cl)ccc1NC(=S)NCCN1CCOCC1
  0	10	-0.1	-1.2	-4	-3	1	1	-0.1
> O=C(NCCc1ccc(Cl)cc1)c1ccc(S(=O)(=O)N2CCCC2)cc1
  -12	2	4.3	-4.3	-4	-5	-2	-3	-0.4

Quoted from the listing:
Value for O=C(COc1ccc([N+](=O)[O-])cc1)NCc1ccncc1 in MazEF act: 7
Value for CC(=O)Nc1ccc(NS(=O)(=O)c2ccc(-c3cnc(C4CC4)o3)cc2)cc1 in BioA inh: -0.7

New compounds follow:
SMILES	Rv3671c inh	GDH-TPI inh	UGM FP inh	FadD28 FP inh	PrPC surface inh	MazEF act	BoNT F protease	Mtb FBA inh	BioA inh
COc1ccc(OC)c(-n2c(SCC(=O)Nc3cccc(S(N)(=O)=O)c3)nc3ccccc3c2=O)c1	-5	8	-4.2	-5.3	-3	5	-15	5	4.5
COC(=O)c1ccc(/C=C/C(=O)OCC(=O)NCc2cccs2)cc1	2	16	5.7	1.7	-6	1	2	0	-3.3
c1ccc(-c2onc(-c3ccco3)c2-c2ccc3c(c2)OCO3)cc1	-15	6	1.5	0.2	3	-6	-2	4	-5.0
N#CCSc1nnc(COc2ccccc2)n1-c1ccccc1	5	0	-1.9	-2.1	3	7	-2	-2	x
O=C(Cc1nnc(NC(=O)c2ccccc2)s1)N/N=C/c1ccc(O)cc1	-3	8	1.8	-2.4	-3	4	-1	0	-1.9
CCc1ccc(N2CC(C(=O)Nc3ccc(S(=O)(=O)N4CCCCC4)cc3)CC2=O)cc1 (stereo not given)	-82	5	4.0	-0.7	1	-4	-6	2	-0.7
COc1ccc(NS(=O)(=O)c2ccc(C)cc2)c([N+](=O)[O-])c1	-7	2	0.2	0.1	-2	7	-3	2	0.1
CN(C(=O)C1CCCO1)c1nnc(-c2ccccn2)s1 (stereo not given)	-2	10	2.9	0.3	4	1	3	68*	-4.2
COc1cc(NC(=O)c2ccc3c(c2)OCO3)ccc1NC(=O)C(C)C	-21	5	-0.5	-0.3	-8	-15	0	1	-1.8
COc1ccc(NC(=O)CN(c2ccc(OC)c(Cl)c2)S(=O)(=O)c2ccccc2)c(OC)c1	-2	-8	2.5	-0.7	8	7	-29	-1	-0.9
O=C(COC(=O)[C@@H]1CC(O)CN1S(=O)(=O)c1ccc2c(c1)OCCO2)Nc1ccccc1F (stereo not given in full)	-3	4	-2.5	0.1	0	7	0	-1	x
O=C(Nc1ccc(Br)cc1Cl)Nn1cnnc1	-5	6	-1.0	0.5	0	-2	-3	1	-1.1
O=C(OCc1ccc(Cl)c(Cl)c1)c1ccc[nH]1	-10	-2	-3.1	-3.9	1	-25	-1	0	0.1
CSc1ccc(C=O)cc1	3	3	2.9	-0.1	-8	-4	-4	1	-0.2
Cc1c(OC(=O)N(C)C)ccc2c1O/C(=C\c1ccco1)C2=O	x	9	-3.3	-1.9	7	6	5	-4	-0.4
CC(C)C(=O)N1CCN(c2ccc(NC(=O)c3ccc([N+](=O)[O-])o3)cc2Cl)CC1	x	11	x	-0.9	36*	7	-4	-4	x
Cc1ccc2cccc(Oc3ncnc4sc(C)c(C)c34)c2n1	4	7	0.1	-1.2	10	-17	-6	2	x
CCOc1ccc(S(=O)(=O)N2CCN=C2c2ccccc2)cc1	-3	-5	-0.7	-4.4	1	-5	-3	-3	1.1
COc1cccc(N2CC(NS(=O)(=O)c3cccs3)CC2=O)c1 (stereo not given)	-4	2	0.4	-1.4	1	6	x	0	x
COc1ccc(Cl)c2sc(N3CCN(C(C)=O)CC3)nc12	1	7	3.7	-0.3	-2	6	2	1	-0.5
O=C(c1cc(COc2c(F)cccc2F)on1)N(Cc1ccccc1)CC1CC1	-12	7	-0.5	-6.2	-5	-8	1	0	-1.2
O=C(NCc1ccco1)[C@@H]1CCCN1C(=O)c1cccs1	-4	7	-1.1	-0.3	3	0	7	6	-0.8
Cc1ccc(CNC(=O)CSc2nc3ccsc3c(=O)n2Cc2ccccn2)cc1	1	-10	2.4	0.1	-1	5	2	0	1.3
CCOc1ccc(C2C(C#N)=C(N)Oc3nc[nH]c(=O)c32)cc1OC (stereo not given)	-7	3	-0.6	3.9	2	-17	6	2	-1.9
Cc1cc(C)c(OCC(=O)OC(C)C(=O)NCc2ccccc2)c(C)c1 (stereo not given)	x	4	x	-1.7	-6	0	-7	0	x
O=C1CCCN1C(=O)COc1ccccc1[N+](=O)[O-]	3	8	1.7	-1.2	-2	-7	4	1	-0.7
O=[N+]([O-])c1cc(S(=O)(=O)N2CCCC2)ccc1N/N=C/c1cccnc1	-3	-1	0.1	1.7	-3	5	-5	0	-0.2
O=C(Nc1ccncc1)C1CCN(S(=O)(=O)c2c(Cl)cccc2Cl)CC1	-2	2	-1.3	-6.3	-3	1	x	-2	0.0
O=S(=O)(c1ccc(SCc2ccccc2)nc1)N1CCCCCC1	-5	4	1.1	x	-1	-4	0	-3	10
CCOC(=O)c1c(C2CC2)csc1NC(=O)COC(=O)c1ccc[n+]([O-])c1	-5	0	0.1	-1.9	3	10	-3	3	-0.1
CCCCC(=O)N/N=C/c1c(O)n(CCc2ccccc2)c(=O)[nH]c1=O	8	9	0.5	-3.4	3	8	-39	-4	-1.6
CN(C(=O)COC(=O)c1ccc(Br)o1)c1c(N)n(Cc2ccccc2)c(=O)[nH]c1=O	-6	-3	-1.6	-3.9	-5	-5	3	-2	x
Cc1cccc(NCc2ccc(N(C)C)cc2)n1	4	-7	-1.3	-2.9	-3	-1	1	0	-1.5
COc1ccc(-c2csc3ncnc(N4CCN(c5cccc(Cl)c5)CC4)c23)cc1	0	8	-4.5	-3.8	x	-15	0	0	-1.8
Cc1nnc(NC(=O)C2CCCO2)s1 (stereo not given)	4	4	-3.8	-0.4	3	-8	10	-4	-4.5
Cc1cc(C)c(COCc2cc(/C=N/O)c(C)cc2C)cc1/C=N/O	-11	9	3.2	-7.2	-5	11	-1	-1	-0.5
COc1cc(CCC(=O)OCC(=O)Nc2ccc(F)c(F)c2)cc(OC)c1OC	5	-1	0.4	0.9	11	1	-8	2	6.2
CCC(=O)Nc1cc(NC(=O)CSc2nnc(C(C)C)n2CC)ccc1C	5	-2	0.4	-4.2	5	2	-9	2	-0.6
COc1ccc(NC(=S)N(Cc2ccc(Cl)cc2)Cc2ccc(C(=O)O)cc2)cc1Cl	3	-1	1.5	-2.7	11	4	-3	2	6.4
O=C1c2ccccc2-n2c1nc1ccccc1c2=O	-7	13	-0.9	0.5	1	3	8	-2	-1.2
COc1cc(/C=C2\N=C3CCCCCN3C2=O)ccc1O	-2	28	0.3	1.1	-8	-202	-11	-15	x
CSc1nc(C)cc(OCC#N)n1	-5	6	0.1	1.0	4	6	12	0	-1.3
COc1ccc(-c2c(C)oc3c(CN4CCCCC4C)c(O)ccc3c2=O)cc1OC (stereo not given)	6	34*	1.3	0.2	-4	3	-2	42*	3.5
O=C(NNC(=O)C1CCCO1)c1ccc(F)cc1 (stereo not given)	-11	-4	-4.4	-0.6	-3	-4	-22	1	-2.6
OCC[C@@H]1C[C@H](O)[C@@H](O)[C@]2(CCCCO2)O1	1	7	-2.4	-1.5	7	4	6	3	0.6
CCC(CC)C(=O)Nc1cccc(C(=O)N2CCOCC2)c1	0	4	-1.6	-2.5	-8	1	16	0	-0.5
O=C1CCC(C(=O)N2CCC(O)(c3ccccc3)CC2)CN1CCc1ccccc1 (stereo not given)	x	6	-2.5	-0.4	0	0	-10	0	0.1
CCC(C)[C@H](NC(=O)N1CC(=O)Nc2ccccc21)C(=O)N[C@@H](C(=O)O)c1ccccc1 (stereo not given in full)	-4	2	1.4	0.5	-5	-1	3	4	1.5
COc1ccc(N2CC(C(=O)N[C@@H](C)C(=O)NCc3ccccc3OC)CC2=O)cc1 (stereo not given in full)	-4	-6	0.1	-2.2	-6	1	0	0	-0.2
CN(C)CCCNC(=O)CC(c1ccccc1)c1ccccc1O (stereo not given)	2	-2	-1.2	-0.5	-6	-1	-5	-3	-2.7
Cc1occc(=O)c1OC(=O)Nc1ccccc1	6	-13	1.5	-2.0	10	-4	2	0	0.9
CCOC(=O)c1cnc2cc(F)c(F)cc2c1N1CCN(C)CC1	5	14	0.6	1.8	-10	x	-22	0	-2.2

Screens as filed in PubChem.
